# TbPYK inhibitor = qHTS of Trypanosoma Brucei Inhibitors. AID 624173, 2012. 410,000 tested, 0.12% active. TbPYK enzyme, Kinase-Glo Plus ATP luminescence, 45 min. pyruvate kinase (Trypanosoma brucei), Q57TT1. Potency, µM (doses to about 76.8 µM), without a hit: at the highest dose activity, negative = inhibition, most hits filed as inhibitors; active = well fitted inhibition curve with a large enough effect; note: nearly all actives have a fitted effect of over 50% in size
#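 Luminescence from Kinase-Glo Plus, added after a 45-minute room-temperature reaction, served as the end-point read-out. The enzyme and substrate were preincubated with compound before ADP (130 uM final) initiated turnover. Concentration-effect curves came from normalized qHTS data.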
# * = called active by the depositor. % is set by controls: 0 for no effect and ±100 for the full control effect; potency is the fitted concentration of half-maximal effect.
SMILES,TbPYK inhibitor
CCOC(=O)C1CCN(C(c2ccc(C)cc2)c2c(O)cc(C)n(CCOC)c2=O)CC1 (stereo unspecified),6%
CCCCNc1c(CCc2ccccc2)nc2nc(C)cc(C)n12,1%
Cc1cc(C)cc(NC(=O)CCN2C(=O)c3ccccc3Sc3ncccc32)c1,4%
CCC(=O)N1CCc2cc(CNC(=O)c3ccc(OC)cc3)ccc21,3%
NC(=O)CSc1ncc2c(n1)-c1ccccc1N(Cc1ccc(Cl)cc1)S2(=O)=O,-7%
COc1cccc(N(CC(=O)N2CCN(Cc3ccccc3)CC2)S(C)(=O)=O)c1,-2%
Cc1ccc(NC(=O)C2CCN(C(=O)c3cnn(-c4ccccc4)c3-n3cccc3)CC2)cc1Cl,-2%
Cc1c(C(=O)c2ccc(F)cc2F)c2ccccn2c1CCc1ccccn1,1%
COc1ccc(Cl)cc1-c1cc(C(=O)Nc2ccccc2)[nH]n1,-5%
CCCCN(CC)CCCNC(=O)c1sc2nc(C)cc(C)c2c1-n1cccc1,0%
Cc1ccc(-n2ncc3c(N4CCN(Cc5ccccc5)CC4)ncnc32)cc1C,-1%
COc1ccc(NC(=O)Cn2c(=O)n(Cc3nc(-c4ccccc4)no3)c(=O)c3cc4c(cc32)OCO4)cc1Cl,2%
CC(C)n1nnnc1C1c2ccccc2C(=O)N1Cc1ccc(F)cc1 (stereo unspecified),4%
COc1ccc(-c2nc3ccc(NS(C)(=O)=O)cc3o2)cc1,-15%
CCOc1ccc(C(=O)Nc2ccc(S(=O)(=O)N3CCCCC3c3cccnc3)cc2)cc1 (stereo unspecified),3%
COc1ccc(Cc2c(-c3cccc(Br)c3)nc3c(C)cc(Br)cn23)c(C)c1,-1%
CCOC(=O)c1scc(-c2ccc(C)cc2)c1S(=O)(=O)Nc1cccc(CC)c1,-2%
CCCCNC(=O)c1c(C)oc2ncn(CC(C)C)c(=O)c12,0%
Cc1ccc(S(=O)(=O)c2nnn3c2nc(NCc2cccs2)c2sccc23)cc1C,-1%
CC(C)c1ccc(NC(=O)C2CCCN2S(=O)(=O)c2ccc3nc(-c4ccccc4)[nH]c3c2)cc1 (stereo unspecified),2%
CCCS(=O)(=O)NC(=O)C1(C)CCN(C(=O)c2ccc3c(c2)OCO3)C1 (stereo unspecified),-5%
Cc1ccc(-c2cc(C(F)(F)F)n3nc(C(=O)Nc4sc5c(c4C#N)CCC(C)C5)cc3n2)cc1 (stereo unspecified),-5%
Cc1ccc(C2Nc3ccccc3-n3c(-c4ccccc4)c4c(=O)n(C)c(=O)n(C)c4c32)o1 (stereo unspecified),2%
Cc1[nH]c2ccccc2c1C1(O)C(=O)N(Cc2ccccc2)c2ccc(Cl)cc21 (stereo unspecified),3%
COc1ccc2oc(=O)c(C(=O)NCCc3c(C)[nH]c4c(C)cccc34)cc2c1,-4%
CCC(C)NC(=O)Cn1c(=O)n(-c2ccc(Cl)c(Cl)c2)c(=O)c2c(C)c(C(=O)N(CC)CC)sc21 (stereo unspecified),-5%
CCC(c1nnnn1-c1ccc2c(c1)OCCO2)N1CCN(c2ccccn2)CC1 (stereo unspecified),4%
O=c1oc2c3c(ccc2c2ccccc12)OCN(Cc1cccc(Cl)c1)C3,0%
CSc1ccc(C2c3c(oc4cc(C)cc(C)c4c3=O)C(=O)N2CCO)cc1 (stereo unspecified),-8%
CCOc1ccc(N2CC(NC(=O)c3ccc(S(=O)(=O)N4CCOCC4)cc3)CC2=O)cc1 (stereo unspecified),14%
Cc1ccc2[nH]c3c(=O)n(CC(=O)Nc4ccc(Br)cc4C)ncc3c2c1,5%
FC(F)(F)c1cccc(N2CCCCC2)c1,0%
C[C@@H]1CN([C@H](C)CO)C(=O)c2c(c3ccccc3n2C)-c2ccccc2CO[C@H]1CN(C)C(=O)NC1CCCCC1,-12%
Cc1cccc(C)c1-n1ncc(C(=O)O)c1C1CCN(C(=O)OC(C)(C)C)CC1,-4%
CC1(C(=O)NCCC#N)CCN1C(=O)CC(c1ccccc1)c1ccccc1 (stereo unspecified),-4%
O=C(NCCc1ccccc1)c1ccc2c(c1)N(Cc1ccc(F)cc1)C(=O)CS2,-9%
COC(=O)c1ccccc1NC(=O)c1cc2nc(-c3ccccc3)cc(-c3ccccc3)n2n1,6%
COc1cccc(C(=O)NC(=NCCc2c[nH]c3ccc(OC)cc23)Nc2nc(C)cc(C)n2)c1,0%
CCNC(=O)C1CCCN(C(=O)c2ccc(F)c(Cl)c2)CC1 (stereo unspecified),0%
Cc1cc(C)cc(-n2ccnc2SCC(=O)Nc2nnc(C)s2)c1,-5%

# The list goes on, overlapping the part above by 6 compounds.
SMILES,TbPYK inhibitor
CC1(C(=O)NCCC#N)CCN1C(=O)CC(c1ccccc1)c1ccccc1 (stereo unspecified),-4%
O=C(NCCc1ccccc1)c1ccc2c(c1)N(Cc1ccc(F)cc1)C(=O)CS2,-9%
COC(=O)c1ccccc1NC(=O)c1cc2nc(-c3ccccc3)cc(-c3ccccc3)n2n1,6%
COc1cccc(C(=O)NC(=NCCc2c[nH]c3ccc(OC)cc23)Nc2nc(C)cc(C)n2)c1,0%
CCNC(=O)C1CCCN(C(=O)c2ccc(F)c(Cl)c2)CC1 (stereo unspecified),0%
Cc1cc(C)cc(-n2ccnc2SCC(=O)Nc2nnc(C)s2)c1,-5%
Cc1ccc(NC(=O)Cn2c(=O)n(CCc3ccccc3)c(=O)c3c4c(sc32)CCCC4)c(C)c1,-4%
Cc1cccc(-c2nnc(C(C)Nc3cccc(C(=O)NC4CC4)c3)o2)c1 (stereo unspecified),4%
CCOc1ccc(NC(=O)CN(Cc2ccccc2)S(=O)(=O)c2ccc(Cl)cc2)cc1,-10%
CCN1CCN(c2cc(C)c3cc(NC(=O)c4cccc(C(F)(F)F)c4)ccc3n2)CC1,-1%
O=C(NCc1ccccc1)c1cc(C2CCCCN2C(=O)c2ccc3c(c2)CCO3)on1 (stereo unspecified),6%
CCCCCCCCN1C(=O)[C@H](CC(=O)NCCc2ccccc2OC)C[C@@]2(C(=O)OCC)CCCC=C12,-6%
Cc1nc(N2CCOCC2)c2c(C(=O)N3CCN(c4cccc(C)c4C)CC3)c(C)oc2n1,0%
CC1(C)c2[nH]c3ccccc3c2C[C@@H]2C(=O)N(Cc3ccccc3Cl)C(=O)N21,-4%
O=C(CCCn1c(=O)c2cccn2c2ccc(F)cc21)NCc1ccc(Cl)cc1,-4%
COCCNC(=O)C1(C)CCCN(C(=O)c2ccc(N(C)C)cc2)C1 (stereo unspecified),6%
Cn1cccc([N+](=O)[O-])c1=O,-6%
CSc1ccc(CN2C(=O)C(C)Oc3c(C(C)=O)cccc32)cc1 (stereo unspecified),3%
Cc1ccc(Cl)cc1NC(=O)Cn1c(=O)cc(C)c2c(C)nn(C)c21,-5%
CC(C)Oc1cc(F)ccc1-c1cc(C(=O)Nc2ccc(C(C)C)cc2)[nH]n1,-3%
CN1C(=O)c2ccccc2Cc2c(NCc3ccccc3)ncnc21,4%
Cc1csc2nc(COc3ccccc3NC(=O)c3ccccc3Cl)cc(=O)n12,5%
C=Cc1ccc(Cn2c(C)c(C(=O)NCc3cccc([N+](=O)[O-])c3)sc2=O)cc1,-2%
Cc1ccc(CNc2ncccc2-c2nc(-c3ccc(Cl)cc3)no2)cc1,-5%
Cn1c(=O)oc2cc(S(=O)(=O)NC(Cc3ccccc3)C(=O)NCc3ccc(F)cc3)ccc21 (stereo unspecified),0%
CCc1ccc2c(c1)NC(=O)C2(C)Cc1ccccc1C#N (stereo unspecified),0%
COc1cccc(C(=O)NC2(C(F)(F)F)C(=O)Nc3c2c(=O)[nH]c(=O)n3-c2ccc(C)cc2)c1 (stereo unspecified),-1%
CCOC(=O)c1c(NC(C)=O)c2c3c(sc2n1Cc1cc(C)ccc1C)CCCC3,-3%
CCCOc1cccc(C(=O)Nc2cc(-c3nc4ccccc4[nH]3)ccc2C)c1,1%
COc1ccccc1-c1noc(-c2ccc(N3CCN(C)CC3)c([N+](=O)[O-])c2)n1,-1%
CC[C@@H](NCCCn1ccc(NC(=O)OCc2ccccc2)nc1=O)c1ccccc1,-4%
O=C(COC(=O)c1cc(S(=O)(=O)N2CCOCC2)ccc1Cl)c1ccc[nH]1,8%
Cc1ccc(C)c(NC(=O)C2(C)CCN2C(=O)C(C)C)c1 (stereo unspecified),-7%
Cc1cccc(-n2ncc3c(N4CCCC(C)C4)ncnc32)c1 (stereo unspecified),-7%
Cn1c(=O)c2c(-c3ccc(Br)cc3)n(Cc3ccc(F)cc3)cc2n(C)c1=O,-3%
CNC(=O)c1c(NC(=O)c2ccc(S(=O)(=O)N3CCC(C)CC3)cc2)sc2c1CCC2,-5%

# Reprinted from the part before: 5 compounds, then new ones.
SMILES,TbPYK inhibitor
O=C(COC(=O)c1cc(S(=O)(=O)N2CCOCC2)ccc1Cl)c1ccc[nH]1,8%
Cc1ccc(C)c(NC(=O)C2(C)CCN2C(=O)C(C)C)c1 (stereo unspecified),-7%
Cc1cccc(-n2ncc3c(N4CCCC(C)C4)ncnc32)c1 (stereo unspecified),-7%
Cn1c(=O)c2c(-c3ccc(Br)cc3)n(Cc3ccc(F)cc3)cc2n(C)c1=O,-3%
CNC(=O)c1c(NC(=O)c2ccc(S(=O)(=O)N3CCC(C)CC3)cc2)sc2c1CCC2,-5%
Cc1ccc(C)c(-c2ccc(=O)n(C(C)C(=O)Nc3ccccc3C(F)(F)F)n2)c1 (stereo unspecified),-4%
Cc1ccc([C@H]2N[C@]3(CCCN(Cc4ccc(Br)cc4)C3=O)[C@H]3C(=O)N(C)C(=O)[C@@H]23)cc1,-8%
COc1cccc(CNC(=O)C2CCCN(c3nnc(-n4c(C)ccc4C)s3)C2)c1OC (stereo unspecified),4%
Cc1nc2nc(SCC(=O)N(Cc3ccccc3)C(C)C)nn2c(C)c1Cc1ccccc1Cl,4%
COc1ccc(-c2nc(CNS(=O)(=O)c3ccccc3)cs2)cc1,3%
O=S(=O)(c1cccc(C(F)(F)F)c1)N1Cc2ccccc2-n2nncc2C1,-1%
CCc1nnc(SC(CC)C(=O)NCCOC)c2cc3occc3n12 (stereo unspecified),5%
CC(C)(C)C1CCc2c(sc(NC(=O)Cn3nnc(-c4ccccc4Cl)n3)c2C#N)C1 (stereo unspecified),-3%
Cc1cccc(-c2nn3c(=O)cc(CN4CCN(C(=O)COc5ccc(Cl)cc5)CC4)nc3s2)c1,-4%
COc1ccc2oc(-c3ccc(C)c(NC(=O)c4ccc5c(c4)OCCO5)c3)nc2c1,-11%
CCOC(=O)C1CCCN(C(=O)c2cccc(OC(F)(F)F)c2)CC1 (stereo unspecified),4%
COc1ccc(C(=O)N2CCC3(CCCN(CC(C)C)C3)CC2)cc1,13%
CN1CCN(c2ccc3c(c2)OC[C@H](Cc2ccccc2)NS3(=O)=O)CC1,-1%
CCOc1ccc(CNC(=O)CN2C(=O)CSc3c2c(C)nn3-c2ccccc2)cc1,-1%
CCOC1=C2CN(S(=O)(=O)c3ccc(C)cc3)[C@H](c3ccccc3)C[C@@H]2N(S(=O)(=O)c2ccc(C)cc2)[C@H](c2ccccc2)C1,-1%
Cc1ccc(C(=O)Nc2nnc(S(=O)(=O)N3CCCc4ccccc43)s2)cc1,-13%
Cc1ccc(C(=O)Nc2ccc(-c3cn4cccnc4n3)cc2)cc1C,5%
CC(NC(=O)c1cc2sccc2n1Cc1ccc(F)cc1)c1ccccc1 (stereo unspecified),-6%
COc1cc2c(C(=O)Nc3ccc(C)cc3Br)cn(C)c(=O)c2cc1OC,-3%
NN=C1C(Cl)=C(Cl)C(Cl)=C1Cl,-12%
Cc1ccc2c(c1)CC(C)N2S(=O)(=O)c1nnc(NC(=O)c2ccccc2F)s1 (stereo unspecified),3%
Cn1nc(C(C)(C)C)cc1C(=O)N1CCCCC1c1cc(C(=O)NCc2ccccc2)no1 (stereo unspecified),-1%
Cc1ccc(NC(=O)[C@@H]2O[C@H](CO)[C@H](O)[C@H](O)[C@H]2O)cc1C(F)(F)F,-6%
COc1cccc(C(O)c2nc(-c3ccc(F)c(Cl)c3)cs2)c1 (stereo unspecified),4%
COc1ccc(C(=O)c2c(N)c(-c3nc(-c4ccc(OC)cc4)cs3)c3ccccn23)cc1,2%
CC(C)(C)c1ccc(CC(=O)N2CCC2(C)C(=O)Nc2ccc(F)cc2F)cc1 (stereo unspecified),1%
COc1ccc([C@H]2C[C@@H](O)[C@H](n3cc(COC(=O)c4ccccc4)nn3)CN2CC2CCCCC2)cc1,7%
COc1ccc(-n2c(C)nc3c(cnn3-c3ccc(C)c(C)c3)c2=O)cc1Cl,7%
O=S(=O)(NCCc1nnc2ccc(SCc3ccc(Cl)cc3Cl)nn12)c1ccccc1,-7%

# Screening data (PubChem)

# Some of the compounds tested; count on the stated rates, not on these rows.
